Source: PubChem BioAssay
AI-2 QS modul – modulates the Vibrio harveyi AI-2 quorum sensing system | 0.4% of 300,000 active | AID 2094 | activity change, % at 7.5 µM | Vibrio harveyi JMH597 AI-2 luminescence/OD600 ratio, 9 h; active compounds read low; strain lacks LuxN and CqsS sensors; 0 = neutral-control median; in the data active = activity change below about -75%, passing the limit was not always enough;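 note: luminescence divided by OD600 gain over 9 h not by final OD600 alone; inactives centre near 13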
HSP90 inh – blocks HSP90-mediated luciferase refolding in reticulocyte lysate; Rabbit reticulocyte lysate, luciferase refolding luminescence, 3 h; inhibition, % at 5.6 µM; 0.91% of 290,000 active; AID 1789;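 active = inhibition above the screen-wide mean plus 3 SD, computed separately per campaign, cut at about 16% in these data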;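 note: 0% = DMSO wells and 100% = 60 µM geldanamycin wells; inhibitors lower the luminescence because luciferase stays unfolded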
HSF1 inh – HSF1 inhibition. NIH3T3-HGL HSE-luciferase, MG132-induced, luminescence 8 h; active compounds read low. activity change, negative = inhibition, % at 7.5 µM (by protocol). 0.77% of 300,000 active;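 active = more than half of replicate wells show activity change below -50%, luminescence cut by over half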;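 note: luciferase reports HSF-1 transcriptional activity via heat shock element; 0% = median of DMSO wells and -100% = zero luminescence signal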
HIF act – HIF pathway transcriptional activation; U2OS HRE-luciferase reporter, luminescence; normalized: DMSO 0%, desferrioxamine 100%; activation, % at 7.5 µM (by protocol); 0.32% of 300,000 active; AID 1910;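 active = mean activation of at least 10% of the iron chelator positive control signal, with at least half of replicates also reaching 10%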
SKKanGAS inh – blocks kanamycin growth of S. pyogenes SKKanGAS strain. BacTiter-Glo, 6 h. 1.3% of 300,000 active. inhibition, % at 7.5 µM. AID 1662;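 active = mean replicate score, as percent of positive control median, at least 50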;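 note: strain carries kanamycin resistance gene driven by streptokinase promoter and grows in 40 µg/ml kanamycin; loss of luminescence reflects streptokinase promoter inhibition or plain growth inhibition; 0% = median of DMSO wells and 100% = positive control at its reference dose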
IEC-6 cytotox – counter-screen for KLF5 inhibitors: cytotoxicity in IEC-6 cells; IEC-6 cytotoxicity, luminescence viability; inhibition, % at 5 µM; 0.78% of 290,000 active; in the data active = inhibition above about 22%;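 note: 0% = plate median of test compound wells and 100% = cytotoxic reference compound wells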
Platelet DG rel – platelet dense granule release activity; human platelet-rich plasma, SFLLRN dense granule ATP release, luminescence; inhibition, %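 (compounds screened at 7.5 µM in platelet-rich plasma)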; 0.22% of 300,000 active;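 active = mean replicate score, as percent of positive control, at or above 50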
HSF-1 act – increases HSF-1 driven luciferase reporter signal; activation, % at 9 µM; NIH3T3-HGL HSF-1 luciferase reporter, MG132, 8 h; 100% = twice DMSO control signal; 1.7% of 300,000 active;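 active = mean replicate activation of at least 50% with a set share of replicates each reaching 50%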;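 note: 0% = median of the neutral control wells and 100% = twice that signal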
aSyn UTR inh – 5' untranslated region of α-synuclein, MLPCN primary screen. 0.82% of 300,000 active. alpha-synuclein 5'UTR reporter, inhibitor activity. inhibition, % (tested at 7.5 µM); in the data active = inhibition above about 60%;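 note: H4 neuroglioblastoma cells stably carrying SNCA 5'UTR luciferase fusion; 0% = DMSO wells and 100% = positive control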
KLF5 inh – inhibitors of KLF5 expression | 0.23% of 290,000 active | DLD-1 KLF5 promoter-luciferase reporter, luminescence | inhibition, % at 5 µM;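 active = inhibition above a per-plate limit of that plate's mean compound inhibition plus 3 SD, cut at about 60% in these data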;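 note: 0% = DMSO wells and 100% = LY294002 at 200 µM; higher means less KLF5 promoter-driven luciferase light; inactives centre near -14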
* marks the source's active call; other numbers are inactive results; nt = not tested or not shown.

Results follow in this order: KLF5 inh, HSF-1 act, AI-2 QS modul, HIF act, HSP90 inh, Platelet DG rel, HSF1 inh, aSyn UTR inh, IEC-6 cytotox, SKKanGAS inh
> Cc1cc2nc3n(c2cc1C)CC1CC(C(=O)NCCc2cccs2)N(C)C31 (configuration not stated)
→ nt, 4, 13, 0.4, nt, 4, -2, 17, nt, 0
> CS(=O)(=O)N(CC(=O)NC1CC2CCC1C2)c1ccc(Oc2ccccc2)cc1 (configuration not stated)
→ -14, 38, 8, 0.4, -4, -2, 20, 4, -4, 6
> O=C(CN1CCN(Cc2ccc3c(c2)OCO3)CC1)Nc1ccc2c(c1)OCO2
→ -23, 3, 0, 0.3, 1, nt, 0, -14, 0, -2
> Cc1ccc(Cl)cc1N1CCN(C(=O)Cc2csc(Nc3nc(=S)[nH]c4ccccc34)n2)CC1
→ -26, 5, 14, 0.2, 0, -11, 4, 6, 3, 10
> Brc1ccccc1OCCCN1CCCC1
→ -5, 13, 27, -13, 0, -6, -5, 13, -2, -15
> CCc1ccc(CN(C)C(=O)CCc2nc3ccccc3n(-c3ccc(OC)cc3)c2=O)cc1
→ -9, 70*, 9, -0.9, -4, 14, 41, 19, 1, 24
> O=C(NC(=S)Nc1ccccc1O)c1ccccc1Cl
→ -59, 39, 21, 1.3, 1, 1, 27, -127, 7, 3
> CCOC(=O)C(NC(=O)C1C(C)N1S(=O)(=O)c1ccc(C)cc1)C(=O)OCC (configuration not stated)
→ -18, -6, 3, -0.1, 9, -11, 0, 3, 2, -5
> CCn1c(C)c(C(C)=O)c(SC)nc1=S
→ -10, 44, 6, 0.9, 0, -6, 11, -6, -2, -17
> CN(c1ccc(C(=O)Nc2cccnc2)cc1)S(=O)(=O)c1ccc(Cl)cc1
→ -28, 2, 8, 0.1, 3, -17, 1, -24, -2, -6
> COc1cc(OC)cc(C(=O)Nc2ccc(N3CCN(C(=O)c4cccs4)CC3)cc2)c1
→ 20, -17, 22, 1.6, 5, -1, -14, -180, 36*, 9
> CN1C(=O)C(/C(N)=N/NC(=O)c2ccccc2)C2CC1(C)Oc1ccccc12 (configuration not stated)
→ -31, 5, 18, -0.1, 4, 5, -2, 23, 12, 3
> COc1ccc(OCCCCN(C)Cc2ccccc2)cc1
→ -25, -3, 17, -0.8, -7, 2, -2, -19, -7, 2
> CC(C)(C)NC(=O)c1ccc(NC(=O)c2ccccc2-c2ccccc2C(=O)O)cc1
→ -35, -6, 25, -0.7, -2, 2, -4, -5, -3, 1
> O=C(O)CC(NC(=O)OCc1ccccc1)c1ccccc1 (configuration not stated)
→ -19, 10, 15, -0.2, 1, 1, -4, -19, 6, -4
> NC(=S)COc1ccccc1
→ 8, 11, 25, 0.3, -1, 5, -7, 7, -6, -1
> Cn1c(=O)cc(OCCCC(=O)NCc2ccc3c(c2)OCO3)c2ccccc21
→ -20, -4, 19, -0.3, 3, 3, 2, -13, 5, -2
> O=C(NC1CCNCC1)C1CC1
→ -36, 5, 5, 0.0, -1, -9, -4, -28, -1, -6
> Cc1[nH]n(-c2cccc(Cl)c2)c(=O)c1-c1ccc(Cl)cc1
→ -25, 11, 26, 0.8, -3, 0, 6, -20, -6, 39
> COc1cc2cc(CN(C(=O)NC3CCCCC3)C3CCCC3)c(=O)[nH]c2cc1OC
→ -1, -54, 8, -0.4, 22*, -2, -44, 1, 4, -9
> COCCCn1cnc2c(c1=O)c1nc3ccccc3nc1n2-c1ccccc1
→ -6, -8, 20, -0.3, -3, 8, 1, 4, 0, 19
> COc1ccc(C(=O)COc2ccccc2C#N)cc1
→ -97, 44, 28, 2.0, 0, -1, 21, -127, 2, -3
> CN1CCN(c2nc3c(c(=O)n(C)c(=O)n3C)n2Cc2cccc3ccccc23)CC1
→ -33, -1, 17, -0.3, 1, 1, -1, 2, 3, -3
> COc1ccccc1NNC(=O)C(O)(c1ccccc1OC)c1ccccc1OC
→ 5, -15, -5, -0.1, 0, 3, -3, 13, 6, -13
> CCN1CCN(c2cc(C)c3cc(NC(=S)N(C)Cc4ccccc4)ccc3n2)CC1
→ -39, -1, 7, 0.9, -2, -1, 0, -13, -3, 1
> O=C(N/N=C/c1ccc2c(c1)OCO2)c1ccn(Cc2ccc(Cl)cc2)n1
→ -9, nt, -4, nt, 0, nt, nt, nt, 13, nt
> COc1ccccc1NC(=O)Nc1ccc2[nH]c(=O)[nH]c2c1
→ -16, -2, 21, 0.2, 0, 2, -2, -3, 2, 9
> CC(C)CCN1CCNC(=O)C1CC(=O)NCCCN1CCOCC1 (configuration not stated)
→ -20, -7, 21, 0.3, 2, 1, -8, -8, 1, -10
> O=C(c1ccc2ccccc2c1)N1CCN(c2ccc(C(F)(F)F)cn2)CC1
→ -13, -15, 30, -0.1, 2, 24, -3, 8, 1, 29
> O=C(Nc1ccc2[nH]c(=O)[nH]c2c1)c1cccc([N+](=O)[O-])c1
→ -7, 30, 21, -1.6, -3, -7, 0, 7, 6, -7

Random excerpt: 5 entries already listed.
Results follow in this order: KLF5 inh, HSF-1 act, AI-2 QS modul, HIF act, HSP90 inh, Platelet DG rel, HSF1 inh, aSyn UTR inh, IEC-6 cytotox, SKKanGAS inh
> COc1ccc(OCCCCN(C)Cc2ccccc2)cc1
→ -25, -3, 17, -0.8, -7, 2, -2, -19, -7, 2
> CC(C)(C)NC(=O)c1ccc(NC(=O)c2ccccc2-c2ccccc2C(=O)O)cc1
→ -35, -6, 25, -0.7, -2, 2, -4, -5, -3, 1
> O=C(NC(=S)Nc1ccccc1O)c1ccccc1Cl
→ -59, 39, 21, 1.3, 1, 1, 27, -127, 7, 3
> CS(=O)(=O)N(CC(=O)NC1CC2CCC1C2)c1ccc(Oc2ccccc2)cc1 (configuration not stated)
→ -14, 38, 8, 0.4, -4, -2, 20, 4, -4, 6
> Cc1cc2nc3n(c2cc1C)CC1CC(C(=O)NCCc2cccs2)N(C)C31 (configuration not stated)
→ nt, 4, 13, 0.4, nt, 4, -2, 17, nt, 0

Back to the main list with the 4 entries that preceded the break.
Results follow in this order: KLF5 inh, HSF-1 act, AI-2 QS modul, HIF act, HSP90 inh, Platelet DG rel, HSF1 inh, aSyn UTR inh, IEC-6 cytotox, SKKanGAS inh
> COc1ccccc1NC(=O)Nc1ccc2[nH]c(=O)[nH]c2c1
→ -16, -2, 21, 0.2, 0, 2, -2, -3, 2, 9
> CC(C)CCN1CCNC(=O)C1CC(=O)NCCCN1CCOCC1 (configuration not stated)
→ -20, -7, 21, 0.3, 2, 1, -8, -8, 1, -10
> O=C(c1ccc2ccccc2c1)N1CCN(c2ccc(C(F)(F)F)cn2)CC1
→ -13, -15, 30, -0.1, 2, 24, -3, 8, 1, 29
> O=C(Nc1ccc2[nH]c(=O)[nH]c2c1)c1cccc([N+](=O)[O-])c1
→ -7, 30, 21, -1.6, -3, -7, 0, 7, 6, -7
> Cc1ccc(CNC(=O)C2CCN(S(=O)(=O)c3ccc4nc5c(c(C(=O)O)c4c3)CC(C)CC5)CC2)cc1 (configuration not stated)
→ -5, -13, 25, 0.7, 0, -5, -4, 1, -7, 1
> COC(=O)c1cc(OC)c(OC)cc1NC(=O)c1ccc(OC)c(OC)c1
→ -6, -1, 9, -2.9, -1, 9, -1, 14, 6, -5
> O=[N+]([O-])c1ccccc1S(=O)(=O)N1CCN(CC2CC=CCC2)CC1 (configuration not stated)
→ -18, -4, 16, 0.0, -2, -11, 0, -5, -1, -7
> COc1cccc(C(=O)NC2CCCC2)c1
→ -36, 70*, 14, 2.5, -4, 2, 25, -37, 0, nt
> NC12CC3CC(C1)CC(CO)(C3)O2
→ -19, 10, 10, 0.1, 1, -8, -9, 5, -2, -3
> Cc1ccc(NC(=O)CSc2nc(=O)n(CCCN3CCOCC3)c3c2CCCC3)cc1
→ nt, 5, 10, 0.3, nt, 2, 0, 12, nt, -6
> Oc1ccc(C2Nc3cccc4cccc(c34)N2)cc1
→ -22, 8, 19, -1.0, 1, -6, -3, 9, -8, 3
> CCOC(=O)c1c(NC(=O)C2CCCN(S(=O)(=O)c3ccc(C)cc3)C2)sc2c1CCCC2 (configuration not stated)
→ -13, 1, 7, 0.8, 2, 1, 1, 24, 3, 7
> Cc1ccc(C2=NNC(C(O)C(O)C(O)CO)S2)cc1 (configuration not stated)
→ -70, -7, 9, 3.4, -4, -11, -1, -66, -2, -2
> CCCCCN(C(=O)CCC(=O)OCc1cccc(F)c1)c1c(N)n(CCCC)c(=O)[nH]c1=O
→ nt, 20, 20, -1.4, nt, 0, 11, 13, nt, -4
> COc1ccc(S(=O)(=O)N(C)CC(=O)N2CCC(C)CC2)cc1Cl
→ -7, -19, -4, -0.2, -3, -1, 1, -5, -2, 2
> COc1cc2ccccc2cc1C(=O)OCC(=O)NC1CCS(=O)(=O)C1 (configuration not stated)
→ -5, 3, 36, 0.0, -4, -4, -3, -12, -3, -9
> CCc1nc(CN2CCN(c3cc(C(F)(F)F)ccn3)CC2)c(C)[nH]1
→ -13, 3, 19, 0.4, 5, 2, 0, -9, 2, -8
> Cc1ccc(C(=O)N/N=C/c2ccc3c(c2)OCO3)o1
→ -52, 12, 31, 2.4, -3, 14, 3, -36, -4, 1
> CCc1ccc(CNC(=O)CC2C(=O)NCCN2Cc2ccccc2F)nc1 (configuration not stated)
→ -29, 3, 5, 0.2, -6, -7, -1, 2, 2, 5
> C=CCn1c(-c2ccc(S(=O)(=O)N3CCOCC3)cc2)csc1=Nc1ccccc1
→ -18, -13, 27, 0.3, 0, 1, 0, 6, -4, 7
> CCCCC(=O)Nc1ccc(NC(=O)C(C)C)cn1
→ -15, 31, 4, 0.9, 0, 3, 3, -56, -2, -2
> CCOC(=O)c1[nH]c(C)c(CN(CCc2ccccc2)C(=O)CCC(=O)O)c1C
→ -33, 9, 7, -1.4, 0, 5, -1, 23, 1, -5
> O=C(O)C1CCCN1S(=O)(=O)c1cc(Cl)ccc1Cl (configuration not stated)
→ 0, 2, 18, 0.1, 1, -3, -4, 11, -5, -2
> O=C(Nc1c2c(nc3ccccc13)CCCC2)c1ccccc1Br
→ -22, nt, 6, -0.2, 0, 10, nt, 25, -3, -4
> CC(C)(C)OC(=O)NCCC(=O)N/N=C/c1ccc2ncccc2c1
→ -11, -2, -4, -0.3, -6, 3, -3, 6, 7, -4
